Assay outcomes: PubChem BioAssay, National Center for Advancing Translational Sciences (NCATS)
Anesthetic bind: binds horse apoferritin like a general anesthetic; hit rate 0.074% among 350,000; apoferritin/1-aminoanthracene competitive binding, fluorescence; P02791; Potency, µM (doses to about 77.5 µM), without a hit: top-dose activity change, negative = displacement, actives largely listed as inhibitors; also: potency is read from the fitted curve at half-maximal effect; % is scaled to controls: 0 for no effect and ±100 for the full control effect; nearly all actives have a fitted effect of over 20% in size
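Apoferritin-based anesthetic binding model; compound displacement of fluorescent 1-AMA measured as endpoint fluorescence after 10 minutes at room temperature, scaled to free-ligand and complex controls.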
POLB inh: inhibitors of human DNA polymerase beta; P06746; Pol beta primer extension/strand displacement, fluorescence kinetic; Potency, µM (titrated, usually from 114 µM), for the others: at the highest dose activity change, negative = inhibition, usual class: inhibitors; hit rate 1.3% among 340,000; AID 485314; also: potency is read from the fitted curve at half-maximal effect; % is scaled to controls: 0 for no effect and ±100 for the full control effect
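Pol beta (10 nM) and compounds were preincubated 15 min at room temperature, then 50 nM substrate (final) started primer extension/strand displacement. Reads were taken at 0 and 10 min; concentration-response data were fitted to a four-parameter Hill equation.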
PGK inhibitor: blocks T. brucei phosphoglycerate kinase; AID 602233; hit rate 0.043% among 380,000; PGK/GAPDH coupled, Kinase-Glo luminescence, 60 min; Potency, µM (highest dose often 57.5 µM), without a hit: top-dose activity change, negative = inhibition, actives largely listed as inhibitors; also: potency is read from the fitted curve at half-maximal effect; % is scaled to controls: 0 for no effect and ±100 for the full control effect; nearly all actives have a fitted effect of over 60% in size
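Recombinant glycosomal PGK reaction used 1,3-bisphosphoglycerate generated in-well by GAPDH (100nM final) in 100mM TEA pH 7.6, 5mM MgCl2, 0.01% Tween-20. After 60 minutes at room temperature, ATP was read by Kinase-Glo Plus luminescence end-point.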
Pol eta inh: blocks human DNA polymerase eta activity. Potency, µM (titrated, usually from 114 µM), inactives show at the top dose activity change, negative = inhibition, actives largely listed as inhibitors. Q9Y253. AID 588591. hit rate 1.2% among 390,000. recombinant Pol eta, fluorescent DNA replication assay; also: potency is read from the fitted curve at half-maximal effect; % is scaled to controls: 0 for no effect and ±100 for the full control effect
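Fluorescent replication assay: 50 nM final substrate added after a 15 min room-temperature compound preincubation with 10 nM enzyme. Signal taken at 0 min and again at 10 min.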
RXFP1 antag: RXFP1 (human) relaxin receptor antagonism; HEK293-RXFP1, relaxin-stimulated cAMP HTRF, 30 min; stronger effect = lower value; activity change, negative = inhibition, % at 57.5 µM; Q9HBX9; hit rate 0.59% among 350,000;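 active = activity change of -60% or lower, but not beyond a set lower limit; inconclusive = change between -60% and -40%, or beyond the set limit; inactive = change above -40%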; also: % is scaled to controls: 0 for no effect and ±100 for the full control effect
Pol iota inh: DNA polymerase iota (human) inhibition; Q9UNA4; Pol iota fluorescent replication assay, 10 min; Potency, µM (top dose mostly 115 µM), without a hit: at the highest dose activity, negative = inhibition, actives largely listed as inhibitors; hit rate 1% among 390,000; also: potency is read from the fitted curve at half-maximal effect
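Pol iota at 10 nM preincubated 15 min with compounds at room temperature; reaction started with fluorescent substrate, 50 nM final. Fluorescence read kinetically at 0 and 10 min; buffer-only wells as negative control.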
Pol kappa inh: DNA polymerase kappa (human) inhibition; purified Pol kappa, fluorescent DNA synthesis assay, 10 min; AID 588579; hit rate 0.53% among 400,000; Potency, µM (titrated, usually from 107 µM), for the others: at the highest dose activity, negative = inhibition, hits mostly inhibitors; Q9UBT6; also: potency is read from the fitted curve at half-maximal effect; % is scaled to controls: 0 for no effect and ±100 for the full control effect
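50 nM final substrate added after 15 min RT preincubation of 10 nM Pol kappa with compound; fluorescence read at 0 and 10 min.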
APE1 inh: APE1 (human) endonuclease inhibition | P27695 | recombinant APE1, TAMRA/BHQ-2 abasic DNA cleavage fluorescence | Potency, µM (titrated, usually from 65.8 µM), for inactives: at the highest dose activity change, negative = inhibition, actives largely listed as inhibitors | hit rate 0.35% among 350,000;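 also: potency is read from the fitted curve at half-maximal effect; plate controls were vehicle for no effect and reference inhibitor for full effect; nearly all actives have a fitted effect of over 55% in size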
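Quantitative HTS: incision of a TAMRA/BHQ-2 double-stranded substrate bearing a tetrahydrofuran abasic site by 0.75 nM APE1 raises fluorescence. Substrate 50 nM final, added after 15 min compound preincubation at room temperature; progress as third-minus-first kinetic read difference.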
BLM helicase inh: inhibitors of human Bloom syndrome helicase BLM. P54132. recombinant BLM DNA unwinding, fluorescence dequenching. Potency, µM (series often up to 56.1 µM), without a hit: at the top dose activity change, negative = inhibition, hits mostly inhibitors. hit rate 0.2% among 350,000;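 also: potency is read from the fitted curve at half-maximal effect; plate controls were vehicle for no effect and no enzyme for full effect; nearly all actives have a fitted effect of over 35% in size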
Target sequence (P54132 whole entry, looked up): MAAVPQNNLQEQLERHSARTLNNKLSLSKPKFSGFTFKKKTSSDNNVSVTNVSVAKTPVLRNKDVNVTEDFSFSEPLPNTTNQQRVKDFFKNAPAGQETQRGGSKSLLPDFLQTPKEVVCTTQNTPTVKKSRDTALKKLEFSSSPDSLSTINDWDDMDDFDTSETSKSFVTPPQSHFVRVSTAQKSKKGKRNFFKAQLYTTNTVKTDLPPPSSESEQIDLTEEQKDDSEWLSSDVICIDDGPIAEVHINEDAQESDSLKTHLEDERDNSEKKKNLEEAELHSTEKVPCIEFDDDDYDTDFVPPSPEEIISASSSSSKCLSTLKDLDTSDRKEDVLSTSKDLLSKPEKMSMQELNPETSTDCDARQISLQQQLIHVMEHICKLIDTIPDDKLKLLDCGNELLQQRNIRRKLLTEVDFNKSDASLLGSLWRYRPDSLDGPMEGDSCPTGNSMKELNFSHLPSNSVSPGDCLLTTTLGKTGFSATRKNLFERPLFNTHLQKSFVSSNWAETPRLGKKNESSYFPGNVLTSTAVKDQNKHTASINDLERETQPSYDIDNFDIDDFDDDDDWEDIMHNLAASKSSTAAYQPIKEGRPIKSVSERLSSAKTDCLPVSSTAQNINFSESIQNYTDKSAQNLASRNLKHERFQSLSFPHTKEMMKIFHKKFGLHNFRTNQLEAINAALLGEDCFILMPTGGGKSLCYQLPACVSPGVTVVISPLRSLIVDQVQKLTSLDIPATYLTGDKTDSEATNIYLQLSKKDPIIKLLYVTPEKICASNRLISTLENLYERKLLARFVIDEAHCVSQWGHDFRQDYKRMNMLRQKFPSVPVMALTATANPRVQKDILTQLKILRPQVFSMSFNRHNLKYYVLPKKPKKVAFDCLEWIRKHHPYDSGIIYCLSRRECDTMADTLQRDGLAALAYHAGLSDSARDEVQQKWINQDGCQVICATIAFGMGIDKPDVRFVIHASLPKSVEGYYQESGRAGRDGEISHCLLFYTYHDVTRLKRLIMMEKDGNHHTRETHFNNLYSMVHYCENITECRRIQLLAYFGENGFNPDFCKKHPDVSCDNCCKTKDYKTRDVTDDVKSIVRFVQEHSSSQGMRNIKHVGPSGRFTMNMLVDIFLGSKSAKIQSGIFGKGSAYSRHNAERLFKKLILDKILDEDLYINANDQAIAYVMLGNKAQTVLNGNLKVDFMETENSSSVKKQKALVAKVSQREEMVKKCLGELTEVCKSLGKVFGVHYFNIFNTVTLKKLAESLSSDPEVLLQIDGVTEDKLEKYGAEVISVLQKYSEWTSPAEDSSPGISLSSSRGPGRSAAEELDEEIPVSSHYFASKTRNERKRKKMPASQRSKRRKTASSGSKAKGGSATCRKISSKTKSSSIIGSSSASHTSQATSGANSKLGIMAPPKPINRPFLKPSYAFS
* marks the source's active call; other numbers are inactive results; i = inactive; ? = inconclusive; · = no result given; & = joins results of further samples; [ ] = remark or other dose. Unless noted, calls follow the shape of the dose curve; as a rule, active = well fitted curve in the direction sought with a large enough effect; inconclusive = small, poorly fitted or top-dose-only effect, or another doubt; inactive = no such curve, though single readings can be large; an effect the other way counts as inactive or inconclusive. This is a subset; rates above refer to the full screens.

cpd	SMILES	Anesthetic bind	POLB inh	PGK inhibitor	Pol eta inh	RXFP1 antag
1	COc1ccccc1NC(=S)N(Cc1ccccn1)Cc1ccccc1Cl	32%[activator]	0%	5%	-10%	-12
2	COc1ccccc1C(=O)OCCNC(=O)Cn1cnc2c1c(=O)n(C)c(=O)n2C	-6%	12%	i	-10%	2
3	CCOc1cc(-c2noc(-c3ccncc3)n2)cc(Br)c1OC	-9%	1%	-6%	?	14
4	Cc1cccc(N2CC(C(=O)Nc3ccc4c(c3)OCCO4)CC2=O)c1C (stereo not given)	-11%	2%	-6%	-4%	11
5	O=C(Nc1ccc(F)c(Cl)c1)C1CCN(S(=O)(=O)c2cccnc2)CC1	-9%	-1%	1%	-15%	·
6	CCOC(=O)NC(=O)C(=CNNc1ncc(C(F)(F)F)cc1Cl)C(=O)NC(=O)OCC	-5%	1%	-2%	-3%	-4
7	COc1ccc(/C=C2\SC(=S)N(CCCC(=O)Nc3cc(C)on3)C2=O)cc1OC	-3%	13%	i	-9%	-2
8	O=c1c2ccccc2cnn1Cc1n[nH]c(=S)n1-c1ccc(Cl)cc1	-9%	14%	-5%	-18%	-13

cpd	Pol iota inh	Pol kappa inh	APE1 inh	BLM helicase inh
1	91%[activator]	2%	0%	9%
2	9%	3%	-2%	0%
3	6%	-7%	0%	-2%
4	-10%	2%	8%	-1%
5	9%	-1%	-4%	-4%
6	16%	-6%	21%	-1%
7	27%	1%	-15%	1%
8	30%[activator]	-4%	3%	0%

New compounds follow
cpd	SMILES	Anesthetic bind	POLB inh	PGK inhibitor	Pol eta inh	RXFP1 antag
9	O=c1c2ccccc2sn1-c1nccs1	-12%	-8%	-5%	-5%	?
10	COc1ccc(OC2CCN(S(=O)(=O)c3ccc(OC)cc3)CC2)cc1	188%&50%[activator]	1%&15%	-1%	-9%&-19%	1&-26
11	O=C(Nc1ccc2[nH]c(=O)[nH]c2c1)c1c(F)c(F)c(F)c(F)c1F	2%	18%	0%	-22%	-15
12	COc1ccc(NC(C)=O)cc1NC(=O)CSc1nnc(-c2ccncc2)n1C	-10%	2%	i	-9%	-3
13	C#CCOCCOCCOCCNc1nc(N2CCN(C(=O)[C@H](CCC(=O)O)n3cc(CN)nn3)CC2)nc(N2CCN(C(=O)[C@H](CCCCN)n3cc([C@@H](N)CC(N)=O)nn3)CC2)n1	·	·	-2%	2%	·
14	COc1cc(/C=C/C(=O)OCC(=O)N2CCN(S(=O)(=O)c3ccc(C)cc3C)CC2)ccc1O	-9%	35µM*	-16%	20µM*	25
15	Cc1oc(-c2ccccc2)nc1C(=O)O	-2%	22%	-2%	9%	2
16	O=c1c2ccccc2nc(-c2ccccc2)n1Cc1ccccc1	-14%	21%	i	-5%	-6

cpd	Pol iota inh	Pol kappa inh	APE1 inh	BLM helicase inh
9	61%[activator]	6%	-4%	-3%
10	4%&18%	-11%&3%	-9%	-13%&-2%
11	-6%	-4%	1%	-3%
12	9%	-7%	-1%	1%
13	-14%	4%	7%	·
14	?	?	?	-2%
15	13%	-11%	15%	3%
16	168%[activator]	-14%	0%	-4%

Next section:
cpd	SMILES	Anesthetic bind	POLB inh	PGK inhibitor	Pol eta inh	RXFP1 antag
17	CC(C)[C@H](NS(=O)(=O)c1ccccc1)C(=O)OCc1cc([N+](=O)[O-])cc2c1OCOC2	·	·	i	-25%	-1
18	O=S(=O)(NC1CCCCC1NCc1ccco1)c1ccccc1 (stereo not given)	-12%	1%	4%	-7%	-20
19	CCC(=O)NC(c1ccccc1OC)c1ccc2cccnc2c1O (stereo not given)	-14%	7%	·	-5%	2
20	CC(Oc1ccc2ccc(=O)oc2c1)C(=O)N1CCOCC1 (stereo not given)	·	·	-10%	-1%	17
21	CC1(C)COCN1S(=O)(=O)c1ccc(C(=O)Nc2nnc(-c3ccc(Cl)s3)o2)cc1	-11%	-14%	-6%	-11%	-12
22	CCn1cc(Br)c(C(=O)Nc2ccc(OC)cc2)n1	-5%	5%	-5%	-9%	-15
23	CCC(=O)Nc1ccc(-c2ccc(NC(=O)CC)c(OC)c2)cc1OC	-3%	5%	-7%	-11%	-1
24	CC(C)OC(=O)c1ccc(NCc2cc(O)ccc2O)cc1Cl	·	·	i	?	-86*

cpd	Pol iota inh	Pol kappa inh	APE1 inh	BLM helicase inh
17	67%[activator]	-4%	·	·
18	26%	-3%[60.1 µM]	4%	-6%
19	6%	0%	6%	2%
20	24%	7%	50%[activator]	·
21	29%	6%	8%	-2%
22	30%	-5%	23%	-3%
23	-14%	-4%	-2%	0%
24	-2%	-16%	·	·

The listing continues.
cpd	SMILES	Anesthetic bind	POLB inh	PGK inhibitor	Pol eta inh	RXFP1 antag
25	CCc1nnc(NS(=O)(=O)c2ccc(N/C=C\C(=O)c3cccc4ccccc34)cc2)s1	-17%	-18%	-19%	45µM*	-2
26	CC(=O)Nc1cccc(C(=O)OCC(=O)N(c2ccccc2)C2CCS(=O)(=O)C2)c1 (stereo not given)	·	·	3%	3%	-3
27	O=C(COc1cccc2c1CCN(Cc1ccccc1F)C2=O)N1CCOCC1	-13%	-2%	·	·	·
28	COc1ccc(N2C(=O)CC(Sc3nnnn3-c3ccc(F)cc3)C2=O)cc1 (stereo not given)	-18%	-18%	-4%	-14%	-9
29	O=c1cc(CO)oc(C(Nc2ccccn2)c2ccc(C(F)(F)F)cc2)c1O (stereo not given)	-20%	19%	1%	-7%	-7
30	OC1CCCN(c2ncnc3c2nnn3Cc2c(F)cccc2Cl)C1 (stereo not given)	?	-11%	1%	-21%	13
31	CCC(C)N(C(=O)CSc1nnc(COc2ccccc2F)n1N)C1CCS(=O)(=O)C1 (stereo not given)	·	·	7%	-6%	-2
32	COc1cccc(C(=O)Nc2ccc(-c3nnc(-c4ccco4)o3)cc2)c1	?	-19%	6%	2%	-22

cpd	Pol iota inh	Pol kappa inh	APE1 inh	BLM helicase inh
25	-15%	-7%	15%	-2%
26	16%	-7%	6%	·
27	·	·	-2%	1%
28	-16%	-3%	1%	-5%
29	7%	-13%	-4%	-2%
30	19%	-10%	1%	-2%
31	5%	-1%	0%	·
32	?	-14%	6%	-5%

The list goes on:
cpd	SMILES	Anesthetic bind	POLB inh	PGK inhibitor	Pol eta inh	RXFP1 antag
33	Cc1cc(OCC(=O)OCC(=O)NC2CCCC2)ccc1Cl	·	·	0%	-20%	-2
34	O=C1NC(=O)C2(CCCCC2)N1	·	·	i	6%	3
35	COCCCNC(=O)CN(C1CCCCC1)S(=O)(=O)c1ccc(C)cc1	-11%	-1%	3%	-18%	-2
36	O=C(c1ccncc1)N1CCCC(N2CCN(c3ccc(F)cc3)CC2)C1 (stereo not given)	-13%	18%	0%	-20%	-4
37	CCc1ccc(-n2c(=O)c3c4c(sc3n(CC(=O)c3ccc(F)cc3)c2=O)CCC4)cc1	-11%	24%	-7%	-7%	-2
38	CCOC(=O)C1CCN(Cc2cc(=O)n3c(-c4ccccc4)csc3n2)CC1	-7%	-9%	1%	9%	0
39	Cc1ccc(-n2c(SCc3cc(=O)n4ccsc4n3)nnc2-c2cccnc2)c(C)c1	-15%	18µM*	-3%	4%	-1
40	CCOc1ccc(C(=O)NCCn2cc(SCC(=O)Nc3ccc4c(c3)OCCO4)c3ccccc32)cc1	45%[activator]	37%[activator]	4%	-17%	·
41	CC1CCc2c(sc3nc(CSc4nnnn4C)[nH]c(=O)c23)C1 (stereo not given)	-19%	2%	-6%	1%	-20
42	COc1ccccc1-n1c(N)c(C(=O)NCC2CCCO2)c2nc3ccccc3nc21 (stereo not given)	321%[activator]	-22%	-8%	?	7
43	Cc1cc(C)cc(N=c2c([N+](=O)[O-])nn(-c3cccc(Cl)c3)n2O)c1	?	13%	-4%	-15%	18

cpd	Pol iota inh	Pol kappa inh	APE1 inh	BLM helicase inh
33	22%	-1%	5%	·
34	55%[activator]	0%	·	·
35	50%[activator]	5%	3%	-7%
36	31%[activator]	-6%	16%	-5%
37	-12%	-10%	·	-4%
38	?	-22%	-2%	-2%
39	?	-9%	?	-14%
40	-18%	-1%	·	-5%
41	5%	-17%	1%	-3%
42	-2%	-14%	-3%	-3%
43	31%[activator]	0%	2%	0%

Sorted by count of non-hydrogen atoms (rising): 9 of the compounds above.
cpd	SMILES	Anesthetic bind	POLB inh	PGK inhibitor	Pol eta inh	RXFP1 antag
34	O=C1NC(=O)C2(CCCCC2)N1	·	·	i	6%	3
33	Cc1cc(OCC(=O)OCC(=O)NC2CCCC2)ccc1Cl	·	·	0%	-20%	-2
41	CC1CCc2c(sc3nc(CSc4nnnn4C)[nH]c(=O)c23)C1 (stereo not given)	-19%	2%	-6%	1%	-20
43	Cc1cc(C)cc(N=c2c([N+](=O)[O-])nn(-c3cccc(Cl)c3)n2O)c1	?	13%	-4%	-15%	18
35	COCCCNC(=O)CN(C1CCCCC1)S(=O)(=O)c1ccc(C)cc1	-11%	-1%	3%	-18%	-2
32	COc1cccc(C(=O)Nc2ccc(-c3nnc(-c4ccco4)o3)cc2)c1	?	-19%	6%	2%	-22
42	COc1ccccc1-n1c(N)c(C(=O)NCC2CCCO2)c2nc3ccccc3nc21 (stereo not given)	321%[activator]	-22%	-8%	?	7
37	CCc1ccc(-n2c(=O)c3c4c(sc3n(CC(=O)c3ccc(F)cc3)c2=O)CCC4)cc1	-11%	24%	-7%	-7%	-2
40	CCOc1ccc(C(=O)NCCn2cc(SCC(=O)Nc3ccc4c(c3)OCCO4)c3ccccc32)cc1	45%[activator]	37%[activator]	4%	-17%	·

cpd	Pol iota inh	Pol kappa inh	APE1 inh	BLM helicase inh
34	55%[activator]	0%	·	·
33	22%	-1%	5%	·
41	5%	-17%	1%	-3%
43	31%[activator]	0%	2%	0%
35	50%[activator]	5%	3%	-7%
32	?	-14%	6%	-5%
42	-2%	-14%	-3%	-3%
37	-12%	-10%	·	-4%
40	-18%	-1%	·	-5%
